ARFGAP1 inhibitor = inhibitors of rat ARFGAP1; Q62848; Arfgap1-stimulated ARF1 GTP hydrolysis, GDP FP detection; inhibition, % at 16.5 µM; 0.26% of 360,000 active; AID 651572;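 active means inhibition above a per-plate limit, mean inhibition of low control wells plus 3 SD, cut at about 25% in these data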;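 further: 0% = DMSO wells with enzyme and 100% = wells lacking Arfgap1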
Target sequence (Q62848 1-136 limits assumed): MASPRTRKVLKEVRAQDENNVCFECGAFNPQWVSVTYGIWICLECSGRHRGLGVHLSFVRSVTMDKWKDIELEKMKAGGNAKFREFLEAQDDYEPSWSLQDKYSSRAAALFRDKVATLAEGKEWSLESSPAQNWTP
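Replicates: Single well per compound | Assay system: Truncated rat Arfgap1 GAP domain | Control set: No-Arfgap1 wells (100%) versus DMSO full-reaction wells (0%) | Times: Enzyme reaction 120 min at 25 °C after 20 min preincubation | Reagent: Human ARF1(Δ1-17)-GTP substrate | Measured by: Tracer-displacement fluorescence polarization with EDTA stop, 620/688 nm | Measure: Percent inhibition of Arfgap1-stimulated GTP hydrolysis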
ADAM17 inh = inhibitors of human ADAM17 | P78536 | recombinant ADAM17, EDANS/DABCYL FRET peptide cleavage | inhibition, % at 6.95 µM | 0.83% of 370,000 active | AID 720648;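 active means inhibition above the mean of compounds lying between control limits plus 3 SD, set per campaign, cut at about 8.5% in these data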;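 further: 0% = DMSO-only wells as the low control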
proKLK7 act = activates the human kallikrein-7 zymogen; P49862; purified proKLK7, EDANS-DABCYL substrate fluorescence; 100% is mature enzyme control, 0% vehicle; activation, % at 7 µM; 0.9% of 370,000 active; AID 652039;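 active means activation above the mean of all tested compounds plus 3 SD, computed per campaign excluding outliers beyond control limits, cut at about 13% in these data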
PLC-gamma1 inh = inhibitors of human phospholipase C gamma1. purified PLC-gamma1, fluorogenic substrate, fluorescence. 0.84% of 370,000 active. inhibition, % at 12.2 µM. P19174; in the data active means inhibition above about 9.5%
DDE Tn6 FP inh = DD(E)-Tn6 binding inhibition, primary FP screen; Fibrin DD(E) TRITC-Tn6 fluorescence polarization displacement; P02675; inhibition, % at 8.3 µM; 0.21% of 370,000 active;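 active means inhibition above a per-campaign cutoff: mean of compounds within control limits plus 3 SD, cut at about 15% in these data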;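 further: 0% = median of all compound wells on the plate and 100% = blocking peptide control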
Tn7 DDE FP = inhibitors of Tn7 peptide binding to human fibrin DD(E). P02675. FP displacement of FITC-Tn7 peptide from fibrin DD(E); 0% = median of compound wells per plate. inhibition, % at 8.3 µM. 0.13% of 370,000 active. AID 720508;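 active means inhibition above the mean of compounds falling within the control limits plus 3 SD of them, cut at about 14% in these data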;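 further: 0% = plate median of compound wells and 100% = 10 µM Aha-Tn7 peptide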
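Assay system: Fibrin-DD(E) protein isolated from polymerized human fibrin clots; read-out basis: percent inhibition; medium: Tris/NaCl/CaCl2 buffer, pH 7.8; signal: FP measurement; incubation: 10 min plus 3 h, room temperature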
ASAP1 GAP inh = ASAP1 ArfGAP inhibition; 0.19% of 360,000 active; ASAP1-stimulated ARF1 GTP hydrolysis, GDP FP detection; AID 624377; inhibition, % at 16.5 µM; in the data active means inhibition above about 25%;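 further: 0% = vehicle with enzyme and substrate and 100% = no enzyme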
MBD2 DNA inh = inhibitors of human MBD2 binding to methylated oligonucleotide | TR-FRET | 0.31% of 370,000 active | inhibition, % at 4.4 µM; in the data active means inhibition above about 13%
PLC-beta3 inh = inhibitors of human phospholipase C beta3. Purified PLC-beta3, fluorogenic substrate, fluorescence. inhibition, % at 12.2 µM. 0.18% of 370,000 active. AID 720704; in the data active means inhibition above about 11%;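 further: 0% = median of compound wells on plate and 100% = full blocker control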
UHRF1 binding = UHRF1 methyl-DNA binding inhibition; AID 687016; inhibition, % at 4.4 µM; 0.75% of 370,000 active; UHRF1 binding to methylated oligo, TR-FRET; in the data active means inhibition above about 21%;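 further: UHRF1 SRA domain binding a hemimethylated CpG hairpin DNA probe; 0% = median of test compound wells and 100% = reference inhibitor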
Target sequence (Q96T88 whole entry, looked up, the tested form may be a part): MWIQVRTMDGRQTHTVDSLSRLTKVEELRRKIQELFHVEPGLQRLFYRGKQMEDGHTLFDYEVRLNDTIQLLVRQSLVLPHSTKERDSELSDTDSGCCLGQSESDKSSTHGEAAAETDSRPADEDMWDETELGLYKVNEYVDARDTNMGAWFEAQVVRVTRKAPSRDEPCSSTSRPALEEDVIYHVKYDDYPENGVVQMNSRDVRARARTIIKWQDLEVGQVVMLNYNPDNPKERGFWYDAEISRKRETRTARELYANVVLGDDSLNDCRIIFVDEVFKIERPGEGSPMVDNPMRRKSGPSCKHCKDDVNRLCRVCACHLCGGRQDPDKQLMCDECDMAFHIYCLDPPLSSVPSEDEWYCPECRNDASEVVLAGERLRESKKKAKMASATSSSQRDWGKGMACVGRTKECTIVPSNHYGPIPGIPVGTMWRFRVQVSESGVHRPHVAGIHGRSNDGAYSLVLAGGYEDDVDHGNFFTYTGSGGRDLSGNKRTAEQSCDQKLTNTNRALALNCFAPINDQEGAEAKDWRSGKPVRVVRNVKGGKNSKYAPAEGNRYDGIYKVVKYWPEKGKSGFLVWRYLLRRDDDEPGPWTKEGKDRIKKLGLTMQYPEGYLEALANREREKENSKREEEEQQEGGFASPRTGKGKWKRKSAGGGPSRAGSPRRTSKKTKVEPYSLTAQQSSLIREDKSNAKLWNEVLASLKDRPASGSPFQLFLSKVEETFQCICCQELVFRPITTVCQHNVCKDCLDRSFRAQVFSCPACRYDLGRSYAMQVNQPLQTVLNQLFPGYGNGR
Numbers without * were called inactive.

`O=C1C2C3CCC(C3NCc3ccccc3)C2C(=O)N1Cc1ccccc1` (stereo unspecified) gave ARFGAP1 inhibitor 1, ADAM17 inh 1, proKLK7 act 0.1, PLC-gamma1 inh 2, DDE Tn6 FP inh 3, Tn7 DDE FP 1, ASAP1 GAP inh -7, MBD2 DNA inh 3, PLC-beta3 inh 1 and UHRF1 binding 1.
Screening Cc1cc(Br)ccc1NC(=O)C1CCN(C(=O)c2ccco2)CC1 returned ARFGAP1 inhibitor 15, ADAM17 inh 2, proKLK7 act -0.3, PLC-gamma1 inh 2, DDE Tn6 FP inh 2, Tn7 DDE FP -10, ASAP1 GAP inh 4, MBD2 DNA inh -7, PLC-beta3 inh -4 and UHRF1 binding 0.
Screening Cc1ccc(C)c(S(=O)(=O)N2CCCOC2CNC(=O)C(=O)NCCc2ccco2)c1 (stereo unspecified) returned ARFGAP1 inhibitor -4, ADAM17 inh -1, proKLK7 act -0.1, PLC-gamma1 inh 3, DDE Tn6 FP inh 2, Tn7 DDE FP 6, ASAP1 GAP inh -7, MBD2 DNA inh 15*, PLC-beta3 inh -6 and UHRF1 binding 0.
CCc1nc(SCC(=O)Nc2ccc(N(C)C)cc2)c2ccccc2n1 was read as ARFGAP1 inhibitor 3, ADAM17 inh 3, proKLK7 act 0.0, PLC-gamma1 inh 0, DDE Tn6 FP inh -3, Tn7 DDE FP -4, ASAP1 GAP inh 14, MBD2 DNA inh -1, PLC-beta3 inh -9 and UHRF1 binding 1.
For FC(F)(F)c1cc(N2CCN(Cc3ccccc3)CC2)c2ccccc2n1 the results were ARFGAP1 inhibitor 1, ADAM17 inh -4, proKLK7 act 0.1, PLC-gamma1 inh 0, DDE Tn6 FP inh -1, Tn7 DDE FP -6, ASAP1 GAP inh 2, MBD2 DNA inh 1, PLC-beta3 inh -10 and UHRF1 binding 2.
COc1ccc2cc(Br)ccc2c1CC(=O)N(C)C was read as ARFGAP1 inhibitor 1, ADAM17 inh -4, proKLK7 act -0.5, PLC-gamma1 inh -2, DDE Tn6 FP inh -1, Tn7 DDE FP 1, ASAP1 GAP inh 2, MBD2 DNA inh 5, PLC-beta3 inh -4 and UHRF1 binding 1.
For COc1ccc(C(=O)Nc2cccc(NC(=O)c3ccc(OC)c(OC)c3)n2)cc1OC the results were ARFGAP1 inhibitor 9, ADAM17 inh 1, proKLK7 act 0.1, PLC-gamma1 inh 1, DDE Tn6 FP inh -3, Tn7 DDE FP -2, ASAP1 GAP inh -4, MBD2 DNA inh 6, PLC-beta3 inh -2 and UHRF1 binding -3.
For CCCCN1C(=O)C(C(=O)OCc2ccccc2)CC2=C1CCCC2=O (stereo unspecified) the results were ARFGAP1 inhibitor -11, ADAM17 inh -1, proKLK7 act -0.6, PLC-gamma1 inh 0, DDE Tn6 FP inh 21*, Tn7 DDE FP -20, ASAP1 GAP inh -13, MBD2 DNA inh -3, PLC-beta3 inh 1 and UHRF1 binding -3.
`O=C(NCCCl)NNc1c(Cl)cc(Cl)cc1Cl` gave ARFGAP1 inhibitor 3, ADAM17 inh -3, proKLK7 act -0.2, PLC-gamma1 inh -3, DDE Tn6 FP inh 6, Tn7 DDE FP -1, ASAP1 GAP inh -4, MBD2 DNA inh -2, PLC-beta3 inh 0 and UHRF1 binding 2.
Screening COc1ccc(Cc2nnc(SCC(=O)Nc3cc(Cl)ccc3C)[nH]c2=O)cc1 returned ARFGAP1 inhibitor -10, ADAM17 inh -1, proKLK7 act -0.1, PLC-gamma1 inh 2, DDE Tn6 FP inh 4, Tn7 DDE FP 5, ASAP1 GAP inh 2, MBD2 DNA inh 1, PLC-beta3 inh -6 and UHRF1 binding -2.
Screening CCCS(=O)(=O)NC(=O)C1(C)CCN(C(=O)c2ccco2)C1 (stereo unspecified) returned ARFGAP1 inhibitor 5, ADAM17 inh -2, proKLK7 act -0.3, PLC-gamma1 inh 0, DDE Tn6 FP inh -1, Tn7 DDE FP -5, ASAP1 GAP inh -10, MBD2 DNA inh 0, PLC-beta3 inh 4 and UHRF1 binding 2.
For CCCS(=O)(=O)N1CCCC(C(=O)N2CCCCC2)C1 (stereo unspecified) the results were ARFGAP1 inhibitor 4, ADAM17 inh 0, proKLK7 act 0.2, PLC-gamma1 inh 1, DDE Tn6 FP inh 6, Tn7 DDE FP -7, ASAP1 GAP inh -8, MBD2 DNA inh 6, PLC-beta3 inh 0 and UHRF1 binding 0.

Two compounds drawn at random from those above:
COc1ccc2cc(Br)ccc2c1CC(=O)N(C)C was read as ARFGAP1 inhibitor 1, ADAM17 inh -4, proKLK7 act -0.5, PLC-gamma1 inh -2, DDE Tn6 FP inh -1, Tn7 DDE FP 1, ASAP1 GAP inh 2, MBD2 DNA inh 5, PLC-beta3 inh -4 and UHRF1 binding 1.
For FC(F)(F)c1cc(N2CCN(Cc3ccccc3)CC2)c2ccccc2n1 the results were ARFGAP1 inhibitor 1, ADAM17 inh -4, proKLK7 act 0.1, PLC-gamma1 inh 0, DDE Tn6 FP inh -1, Tn7 DDE FP -6, ASAP1 GAP inh 2, MBD2 DNA inh 1, PLC-beta3 inh -10 and UHRF1 binding 2.

The results go on.
Screening Cc1ccc(-c2ccc(/C=C3/NC(=O)NC3=O)o2)cc1[N+](=O)[O-] returned ARFGAP1 inhibitor 13, ADAM17 inh 1, proKLK7 act 0.3, PLC-gamma1 inh 2, DDE Tn6 FP inh -1, Tn7 DDE FP -5, ASAP1 GAP inh 4, MBD2 DNA inh -2, PLC-beta3 inh 1 and UHRF1 binding 2.
Cc1oc2c(c1C(=O)c1ccc(Cl)cc1)C(=O)C(=O)c1ccccc1-2 was read as ARFGAP1 inhibitor 11, ADAM17 inh 0, proKLK7 act -0.6, PLC-gamma1 inh -6, DDE Tn6 FP inh 4, Tn7 DDE FP 3, ASAP1 GAP inh -5, MBD2 DNA inh 1, PLC-beta3 inh -7 and UHRF1 binding 0.
CC(C)CN(CCCNC(=O)CN1N=C(c2ccc(Cl)cc2)CCC1=O)CC(C)C was read as ARFGAP1 inhibitor 4, ADAM17 inh -8, proKLK7 act -0.5, PLC-gamma1 inh 4, DDE Tn6 FP inh -7, Tn7 DDE FP 0, ASAP1 GAP inh 5, MBD2 DNA inh 2, PLC-beta3 inh 5 and UHRF1 binding 4.
For O=C(O)CCC(=O)N1CCN(S(=O)(=O)c2cccs2)CC1 the results were ARFGAP1 inhibitor -8, ADAM17 inh 0, proKLK7 act 0.1, PLC-gamma1 inh 1, DDE Tn6 FP inh 7, Tn7 DDE FP 2, ASAP1 GAP inh 1, MBD2 DNA inh 6, PLC-beta3 inh -5 and UHRF1 binding 1.
`Cc1ccc(NC(=O)CN(C)C(=O)Cc2ccc3c(c2)CCC3)cc1` gave ARFGAP1 inhibitor 9, ADAM17 inh -3, proKLK7 act 0.0, PLC-gamma1 inh -1, DDE Tn6 FP inh -4, Tn7 DDE FP 3, ASAP1 GAP inh 1, MBD2 DNA inh 0, PLC-beta3 inh -7 and UHRF1 binding -3.
O=C(CN1CCN(Cc2ccc(F)cc2)CC1)NCCc1ccccc1 was read as ARFGAP1 inhibitor -3, ADAM17 inh -2, proKLK7 act 0.3, PLC-gamma1 inh 2, DDE Tn6 FP inh -2, Tn7 DDE FP 3, ASAP1 GAP inh 3, MBD2 DNA inh 0, PLC-beta3 inh -6 and UHRF1 binding -1.
`Cc1ccc(C)c(NC(=S)Nc2ccc(S(=O)(=O)Nc3ncccn3)cc2)c1` gave ARFGAP1 inhibitor 5, ADAM17 inh -5, proKLK7 act -0.1, PLC-gamma1 inh -2, DDE Tn6 FP inh -2, Tn7 DDE FP 5, ASAP1 GAP inh -14, MBD2 DNA inh 5, PLC-beta3 inh -4 and UHRF1 binding 4.
Screening COc1cc(CNn2cnnc2)ccc1OCC(=O)NC1CCCCC1 returned ARFGAP1 inhibitor -3, ADAM17 inh -2, proKLK7 act 0.5, PLC-gamma1 inh -1, DDE Tn6 FP inh 4, Tn7 DDE FP 1, ASAP1 GAP inh 17, MBD2 DNA inh 0, PLC-beta3 inh -1 and UHRF1 binding -1.
`CCc1sc(C(=O)Nc2ncccc2C)cc1C` gave ARFGAP1 inhibitor 16, ADAM17 inh 3, proKLK7 act 0.2, PLC-gamma1 inh 5, DDE Tn6 FP inh 0, Tn7 DDE FP -5, ASAP1 GAP inh -21, MBD2 DNA inh -2, PLC-beta3 inh -3 and UHRF1 binding 3.
`CCOC(=O)c1c(NC(=O)c2ccn(CC)n2)sc2c1CCCC2` gave ARFGAP1 inhibitor 3, ADAM17 inh -11, proKLK7 act -0.5, PLC-gamma1 inh -28, DDE Tn6 FP inh -4, Tn7 DDE FP -1, ASAP1 GAP inh -3, MBD2 DNA inh -6, PLC-beta3 inh -45 and UHRF1 binding -3.
`CCN(CC)S(=O)(=O)c1cc(NC(=O)C2Cc3ccccc3C(=O)O2)ccc1C` (stereo unspecified) gave ARFGAP1 inhibitor 2, ADAM17 inh 0, proKLK7 act 0.0, PLC-gamma1 inh 2, DDE Tn6 FP inh 7, Tn7 DDE FP 2, ASAP1 GAP inh 9, MBD2 DNA inh -2, PLC-beta3 inh -1 and UHRF1 binding 0.
For CCC1(C)SC(NC(C)=O)=NN1C(C)=O (stereo unspecified) the results were ARFGAP1 inhibitor 11, ADAM17 inh -2, proKLK7 act -0.8, PLC-gamma1 inh 3, DDE Tn6 FP inh 0, Tn7 DDE FP -2, ASAP1 GAP inh -8, MBD2 DNA inh 4, PLC-beta3 inh 1 and UHRF1 binding 6.
Screening COCCNC(=O)CN(c1cc(Cl)ccc1OC)S(=O)(=O)c1ccc(C)c([N+](=O)[O-])c1 returned ARFGAP1 inhibitor 1, ADAM17 inh -2, proKLK7 act -0.1, PLC-gamma1 inh -1, DDE Tn6 FP inh -5, Tn7 DDE FP -7, ASAP1 GAP inh 2, MBD2 DNA inh 4, PLC-beta3 inh 0 and UHRF1 binding 4.
COC(=O)CC1C(=O)NCCN1C(=S)NC(=O)c1sc2ccccc2c1Cl (stereo unspecified) was read as ARFGAP1 inhibitor 7, ADAM17 inh -3, proKLK7 act -0.5, PLC-gamma1 inh -3, DDE Tn6 FP inh -3, Tn7 DDE FP -2, ASAP1 GAP inh 2, MBD2 DNA inh -3, PLC-beta3 inh -10 and UHRF1 binding -3.
O=C(NCc1ccc(F)c(F)c1)C1CCCN(c2nc3ccccc3o2)C1 (stereo unspecified) was read as ADAM17 inh -1, proKLK7 act 0.1, PLC-gamma1 inh 4, DDE Tn6 FP inh -10, Tn7 DDE FP 0, MBD2 DNA inh 5, PLC-beta3 inh -6 and UHRF1 binding 8.
Screening O=C1CCC(=O)N1c1ccc(S(=O)(=O)Nc2cccc([N+](=O)[O-])c2)cc1 returned ARFGAP1 inhibitor 17, ADAM17 inh 1, proKLK7 act 0.8, PLC-gamma1 inh 2, DDE Tn6 FP inh 3, Tn7 DDE FP -2, ASAP1 GAP inh -3, MBD2 DNA inh -1, PLC-beta3 inh -1 and UHRF1 binding -2.

Source: PubChem (The Scripps Research Institute Molecular Screening Center)
